# RXFP1 agonist = activates the human relaxin receptor RXFP1; Potency, µM (top dose mostly 57.5 µM), inactives show top-dose activation, hits mostly activators; 0.3% of 370,000 active; AID 2676; HEK293T-RXFP1 cAMP TR-FRET, 30 min; response scale: percent of porcine relaxin response, buffer zero; also: potency is read from the fitted curve at half-maximal effect; % is scaled to controls: 0 for no effect and ±100 for the full control effect; nearly all actives have a fitted effect of over 60% in size; many of its hits are not listed in these tables
# Target sequence (Q9HBX9 whole entry, looked up): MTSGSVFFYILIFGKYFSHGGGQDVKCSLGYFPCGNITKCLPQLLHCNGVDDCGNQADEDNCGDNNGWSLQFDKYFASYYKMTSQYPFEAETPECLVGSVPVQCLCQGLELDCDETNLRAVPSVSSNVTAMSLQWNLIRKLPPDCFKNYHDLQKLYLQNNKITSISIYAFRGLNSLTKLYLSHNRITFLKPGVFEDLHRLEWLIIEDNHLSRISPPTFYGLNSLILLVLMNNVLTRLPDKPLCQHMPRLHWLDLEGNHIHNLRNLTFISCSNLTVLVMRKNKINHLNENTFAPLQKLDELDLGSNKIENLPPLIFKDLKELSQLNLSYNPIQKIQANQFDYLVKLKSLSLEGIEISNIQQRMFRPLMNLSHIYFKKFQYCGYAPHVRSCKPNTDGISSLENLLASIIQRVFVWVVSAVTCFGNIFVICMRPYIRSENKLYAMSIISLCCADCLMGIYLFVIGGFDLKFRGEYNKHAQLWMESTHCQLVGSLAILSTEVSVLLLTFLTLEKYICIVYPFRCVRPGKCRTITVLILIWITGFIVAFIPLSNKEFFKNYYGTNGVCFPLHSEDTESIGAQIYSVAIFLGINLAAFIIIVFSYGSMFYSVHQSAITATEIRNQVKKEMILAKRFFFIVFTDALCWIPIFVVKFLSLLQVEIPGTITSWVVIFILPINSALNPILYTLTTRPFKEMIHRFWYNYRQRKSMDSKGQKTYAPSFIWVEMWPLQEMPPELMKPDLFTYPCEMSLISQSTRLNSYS
#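 HEK293 cells stably expressing RXFP1, treated 30 min at 37C with compounds plus PDE4 inhibitor Ro 20174; cAMP measured by HTRF TR-FRET. Normalized to buffer and 29 nM porcine relaxin; EC50 by Hill fit.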
# IDH1 R132H inh = blocks human mutant IDH1 R132H enzyme. O75874. IDH1-R132H enzyme, NADPH consumption, diaphorase/resazurin fluorescence. Potency, µM (highest dose often 76.6 µM), without a hit: at the highest dose activity change, negative = inhibition, usual class: inhibitors. 0.093% of 390,000 active; also: potency is read from the fitted curve at half-maximal effect; % is scaled to controls: 0 for no effect and ±100 for the full control effect; nearly all actives have a fitted effect of over 65% in size
#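 IDH1-R132H (0.5 ug/mL) preincubated 30 min with compound, then NADPH (0.016 mM) and alpha-KG (2 mM) added; 80 min at RT, pH 7.5. Remaining NADPH coupled via diaphorase/resazurin to fluorescence (540/590 nm); concentration-response curves normalized to no-enzyme control.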
# Vif-APOBEC3F blk = inhibitors of Vif-A3F interaction; 0.2% of 390,000 active; HeLa A3F-eYFP + Vif (tagged APOBEC3F with the HIV-1 protein that degrades it), YFP fluorescence increase; Potency, µM (titrated, usually from 46.1 µM), for inactives: top-dose activity, negative = active; also: potency is read from the fitted curve at half-maximal effect; % of control where 0% means no effect; nearly all actives have a fitted effect of over 65% in size
#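 HeLa cells stably expressing Vif plus C-terminally eYFP-tagged A3F were seeded, incubated overnight at 37 deg C, dosed with compound, incubated overnight again at 37 deg C. Yellow fluorescence (Ex 488/Em 500-530) reported blocked Vif-mediated A3F-eYFP degradation.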
# TrxR1 substrate = is turned over as a substrate by rat TrxR1; 0.01% of 390,000 active; O89049; Potency, µM (series often up to 114 µM), without a hit: at the highest dose activity change, negative = substrate turnover; AID 588456; purified TrxR1 substrate turnover, NADPH consumption readout; also: potency is read from the fitted curve at half-maximal effect; % is scaled to controls: 0 for no effect and ±100 for the full control effect; nearly all actives have a fitted effect of over 50% in size
#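 Rat TrxR1, dispensed at 90 nM, was prereduced with 400 uM NADPH (final) for 5 min at ~22 deg C, then incubated with compound 15 min before 400 uM selenite. A first-read NADPH fluorescence drop versus no-compound background flagged substrates.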
# LDHA block = inhibitors of human lactate dehydrogenase A; 0.15% of 480,000 active; purified LDHA, NADH/diaphorase-resazurin fluorescence; active compounds read low; activity change, % (values are at about 110 or 230 µM); in the data active = activity change below about -30%; inconclusive = mostly about -25% to -30%;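 also: plate controls were DMSO wells for no effect and wells without enzyme for full effect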
#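 LDH5 2 nM; NADH 0.06 mM, pyruvate 0.2 mM; 200 mM Tris pH 7.4, EDTA, Tween-20; 5 min RT. Detection: diaphorase 0.133 mg/mL + resazurin 37 µM, fluorescence ex540/em590 at 0 and 20 min; normalized to enzyme-free and DMSO wells.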
# Vif-APOBEC3G blk = blocks the Vif interaction with human APOBEC3G. Q9HC16. HeLa A3G-eYFP + Vif (tagged APOBEC3G with the HIV-1 protein that degrades it), YFP fluorescence, overnight. Potency, µM (top dose mostly 46.1 µM), inactives show at the highest dose activity, negative = active, hits mostly inhibitors. 0.076% of 410,000 active;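 also: potency is read from the fitted curve at half-maximal effect; % is scaled to controls: 0 for no effect and ±100 for the full control effect; nearly all actives have a fitted effect of over 60% in size; hits raise eYFP signal because A3G escapes Vif-driven loss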
# Target sequence (Q9HC16 whole entry, looked up): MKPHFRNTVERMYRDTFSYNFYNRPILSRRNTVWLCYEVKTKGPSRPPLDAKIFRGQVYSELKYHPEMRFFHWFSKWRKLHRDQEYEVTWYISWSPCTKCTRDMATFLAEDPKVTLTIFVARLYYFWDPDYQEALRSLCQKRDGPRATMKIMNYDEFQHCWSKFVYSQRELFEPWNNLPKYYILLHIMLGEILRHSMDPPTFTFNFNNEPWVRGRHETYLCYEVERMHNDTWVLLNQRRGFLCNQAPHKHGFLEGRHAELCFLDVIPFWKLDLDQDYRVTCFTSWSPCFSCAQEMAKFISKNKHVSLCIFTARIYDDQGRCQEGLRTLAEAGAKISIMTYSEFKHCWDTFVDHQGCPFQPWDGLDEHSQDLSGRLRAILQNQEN
#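 HeLa cells stably expressing Vif and C-terminally eYFP-tagged A3G, seeded overnight at 37 deg C, then exposed to compound by pintool overnight at 37 deg C. Rise in yellow fluorescence (Ex 488/Em 500-530, Acumen) marks blocked Vif-driven A3G degradation.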
# USP1-UAF1 inh = USP1/UAF1 (human) deubiquitinase inhibition; Potency, µM (series often up to 57.1 µM), without a hit: at the highest dose activity change, negative = inhibition, actives largely listed as inhibitors; 0.23% of 390,000 active; recombinant USP1/UAF1, Ub-Rhodamine cleavage fluorescence; AID 743255; also: potency is read from the fitted curve at half-maximal effect; % is scaled to controls: 0 for no effect and ±100 for the full control effect; nearly all actives have a fitted effect of over 60% in size; inactives centre near -12
#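 1 nM enzyme complex + cpd, 15 min RT; start with Ub-Rho 150nM final; kinetic fluorescence ex 480/em 540, 6 reads q60 s. Buffer 50mM HEPES pH 7.8, 0.5mM EDTA, 0.1 mg/ml BSA, 1mM TCEP, 0.01% Tween-20.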
# PI4K2A block = inhibitors of human PI4K2A; purified PI4K2A, ADP-Glo luminescence, 1 h; active compounds read low; activity change, negative = inhibition, % at 76.9 µM; 0.13% of 420,000 active; AID 1346378; in the data active = activity change below about -50%; inconclusive = mostly about -30% to -49%;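 also: -100% = wells without enzyme as full effect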
#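 In this quantitative HTS, ADP production by PI4K2A was quantified luminescently after 1 h at ambient temperature; 100 microM adenosine served as plate-quality control.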
# GRP78 ERSR act = induces the endoplasmic reticulum stress response in human glioma cells; U87-MG GRP78 promoter luciferase reporter, 16 h; Potency, µM, for inactives: at the top dose activation, most hits filed as activators; 0.02% of 420,000 active; AID 602332; also: potency is read from the fitted curve at half-maximal effect; series mostly up to about 76 µM; % of control where 0% means no effect; nearly all actives have a fitted effect of over 35% in size
#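 Stably transfected U87-MG glioma cells carrying a GRP78-based luciferase sensor; 16 h compound incubation. Luminescence end-point read 10 min after Bright-Glo addition at room temperature.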
# Starred values were filed as active, the others as inactive; ? = inconclusive; · = no result given; & = joins results of further samples; [ ] = another dose, or the depositor's remark. Unless noted, calls follow the shape of the dose curve; as a rule, active = well fitted curve in the direction sought with a large enough effect; inconclusive = small, poorly fitted or top-dose-only effect, or another doubt; inactive = no such curve, though single readings can be large; an effect the other way counts as inactive or inconclusive. A portion of the library; rates above refer to the full screens.
# Sequence of screens – RXFP1 agonist	IDH1 R132H inh	Vif-APOBEC3F blk	TrxR1 substrate	LDHA block	Vif-APOBEC3G blk	USP1-UAF1 inh	PI4K2A block	GRP78 ERSR act
CC12COC3(C(=O)Nc4ccc(F)cc4)CC1CCC32C (configuration not stated)
    1.6%	-1%	-13%	-6%	15	-5%	-15%	-1	0%
Cc1ccc(C2N(C)C(=O)c3ccccc3N2C)cc1 (configuration not stated)
    2.2%	-2%	0%	27%[57.1 µM]	-2	?	-18%	-1	-3%
Cc1ccc(-c2nc(C=Nc3ccc(O)cc3)c(O)o2)cc1
    -1.6%	3%	25µM*	-7%	-1	?	-2%	-2	9%
Cc1ccc(C2=NN(C(=O)CCC(=O)O)C(c3cccs3)C2)cc1 (configuration not stated)
    0.6%	-4%	-1%	-7%	-3	3%	-10%	7	5%
O=C(CC1N=C2c3ccccc3N=C(SCc3cccc(Cl)c3)N2C1=O)NCc1ccc2c(c1)OCO2 (configuration not stated)
    2.7%	-3%	0%	6%[57.1 µM]	2	-5%	-5%	-5	-2%
CC(C)C(C)NC(=O)COc1ccc(Sc2ccc(OCC(=O)NC(C)C(C)C)cc2)cc1 (configuration not stated)
    -1.8%	10%	-13%	-3%	-2	2%	-24%	-1	-1%
COc1ccc(-c2csc(C(C)(O)c3cccc(F)c3)n2)cc1OC (configuration not stated)
    ·	·	·	·	-6	0%	·	-1	-3%
S=C(Nc1cccc2ccccc12)Nc1cccc2ccccc12
    ·	5%	-8%	89%[activator]	28	1%	-22%	8	3%
CC1(C)Cc2c(sc(NC(=O)Cc3ccccc3)c2C#N)C(C)(C)N1
    ·	8%	-2%	·	1	-4%	-23%	-3	-7%
COc1ccccc1NS(=O)(=O)c1ccc(O)c(C(=O)OCC(=O)Nc2ccccc2F)c1
    -0.6%	-1%	-8%	8%	2	-9%	-23%	0	-4%
Cc1ccc(-c2csc(NC(=O)C[n+]3cc(-c4ccccc4)n4c3CCC4)n2)cc1
    1.4%	1%	2%	9%	3	-11%	-19%	-1	3%
CC1CC1C(=O)OCC(=O)Nc1ccc(N=Nc2ccccc2)cc1 (configuration not stated)
    -0.3%	-2%	0%	-11%	-5	-16%	?	-4	1%
Oc1cccc2cc(Nc3ccccc3)cnc12
    ·	·	·	·	-4	-6%	·	0	-2%
O=C(CCNC(=O)c1ccc(Br)cc1)NCCCN1CCOCC1
    0.4%	2%	1%	1%	-12	1%	-10%	2	-2%
Cc1ccc2c(c1)C1CN(C)CCC1N2C(=O)c1cccc(S(=O)(=O)N(C)C)c1 (configuration not stated)
    -1.2%	5%	5%	-5%[57.1 µM]	-3	1%	-14%	1	-5%
Cc1ccc(C(=O)NC(=S)NNC(=O)CC#N)cc1
    -2.6%	-7%	7%	6%[57.1 µM]	-7	0%	-21%	0	3%
Cc1ccc(Cl)cc1N1CCN(C(=O)C2CCN(S(=O)(=O)c3cnc[nH]3)CC2)CC1
    0.9%	4%	5%	-2%	1	0%	-11%	-3	-2%
COC(=O)c1cn(C(=O)c2ccccc2)c2ccccc12
    -0.1%	0%	-12%	2%	4&1	1%	-25%	-1	0%
Cc1ccc(C)c(NC(=O)CN(C)C(=O)c2cc([N+](=O)[O-])ccc2N2CCOCC2)c1
    2.7%	1%	3%	-3%	-3	1%	?	-2	-2%
Cc1cccc2cc(/C=N/Nc3ccc(C(=O)O)cc3)c(Cl)nc12
    -1.8%	-1%	-7%	0%	-5	-23%	-25%	13	2%
CCC(C)(C)n1nnnc1C(C(C)C)N1CCSCC1 (configuration not stated)
    -0.6%	6%	-2%	-8%	3	1%	-4%	4	4%
Cc1cc2nnc(SCC(=O)N3CCCCCC3)n2c(N)n1
    4.9%	1%	2%	-2%	0	-2%	-22%	-4	2%
CCOc1ccc(C(=O)NCC(=O)OCC(=O)c2ccc3c(c2)-c2ccccc2C3)cc1
    7.1%	16%	-20%	0%	-2	1%	-18%	4	-3%
COc1ccc(C(C(=O)Nc2ccc(C(C)C)cc2)N(C)C(=O)Cc2cccs2)cc1 (configuration not stated)
    3.8%	0%	-1%	6%	-1&4	0%	-17%	-1	-3%
Cc1ccccc1-c1nc2cc(NC(=O)Cc3ccc(Cl)cc3)ccc2o1
    24%	-4%	1%	13%	-6	-5%	-8%	-5	-2%
Cc1c(Cl)cccc1NC(=O)c1ncoc1-c1ccco1
    0.6%	-6%	-3%	7%[57.1 µM]	-3	2%	-17%	-1	0%
Cc1cc(C)nc(NC2=NCC(=O)N2c2ccc(F)c(Cl)c2)n1
    -1.1%	7%	·	4%	0&-2	1%	-23%	-17	-7%
CN(C)c1ccc(CNCC2CCCO2)cc1 (configuration not stated)
    -0.2%	-6%	2%	9%	-3	-2%	?	0	-4%
Cc1ccc(NC(=O)CN(C)C(=O)C(C)N2CCN(Cc3ccccc3C)CC2)cc1 (configuration not stated)
    -0.5%	1%	8%	1%	-6	-1%	-7%	-3	-3%
COc1ccc(C2=NN(c3nc(C(=O)O)cs3)C(O)(C(F)(F)F)C2)c(OC)c1 (configuration not stated)
    3.2%	-6%	-8%	48%[activator][57.1 µM]	-63*	0%	-11%	-6	14%
Cc1ccc(NC(=O)C(C)N2C(=O)c3ccccc3S2(=O)=O)cc1Cl (configuration not stated)
    0.3%	8%	4%	-2%[57.1 µM]	5	0%	-21%	-2	2%
CNC(=O)C(=O)Nc1cc2c3c(c1)C(C)C(=O)N3CCC2 (configuration not stated)
    0.0%	-10%	2%	0%	-6	2%	-1%	2	0%
COc1cc(C(=O)O/N=C2\C=CC(=O)C(C)=C2)cc(OC)c1OC
    0.3%	11%	-7%	-3%	70	-14%	-30%	33	-1%
CCOC(=O)c1cc2c(C)[nH]c(C)c2cc(C(=O)OCC)c1=O
    0.9%	-7%	-20%	-8%	25	-13%	-17%	?	-1%
Cc1cc(C)c2c(=O)cc(CSc3nnc(-c4ccccc4)n3C)[nH]c2c1
    2.5%	1%	2%	-7%[57.1 µM]	2	-2%	-2%	-2	-1%
N#CCC(=O)Nc1ccc(C(=O)OCC(=O)NC(=O)NCc2ccco2)cc1
    ·	8%	-19%	8%[57.1 µM]	-7	-7%	-17%	-12	0%
COc1ccc([N+](=O)[O-])cc1NC(=O)CSc1ccc2ccccc2c1
    2.4%	-11%	-6%	3%[57.1 µM]	-10	4%	-13%	-2	-2%
COc1ccc(CN2CC(=O)N(c3ccc(C)cc3C)C2=S)cc1OC
    0.5%	3%	18%	5%[57.1 µM]	-4	0%	-19%	-11	-8%
CSC(=NC#N)N1CCN(c2ccc([N+](=O)[O-])cc2)CC1
    -3.2%	-6%	2%	-11%	-7	1%	-5%	5	-4%
COCCN(Cc1cc2cc3c(cc2nc1Cl)OCO3)C(=O)Nc1ccc(F)cc1
    2.0%	2%	-12%	5%[57.1 µM]	-8	0%	-4%	0	-5%

# Shown tab-delimited: two of the compounds above
Molecule	RXFP1 agonist	IDH1 R132H inh	Vif-APOBEC3F blk	TrxR1 substrate	LDHA block	Vif-APOBEC3G blk	USP1-UAF1 inh	PI4K2A block	GRP78 ERSR act
COc1ccc(C2=NN(c3nc(C(=O)O)cs3)C(O)(C(F)(F)F)C2)c(OC)c1 (configuration not stated)	3.2%	-6%	-8%	48%[activator][57.1 µM]	-63*	0%	-11%	-6	14%
COc1cc(C(=O)O/N=C2\C=CC(=O)C(C)=C2)cc(OC)c1OC	0.3%	11%	-7%	-3%	70	-14%	-30%	33	-1%

# (more compounds)
# Sequence of screens – RXFP1 agonist	IDH1 R132H inh	Vif-APOBEC3F blk	TrxR1 substrate	LDHA block	Vif-APOBEC3G blk	USP1-UAF1 inh	PI4K2A block	GRP78 ERSR act
COc1ccccc1N(C1=NCCCS1)S(=O)(=O)c1ccc(C(C)(C)C)cc1
    0.9%	-1%	2%	-5%[57.1 µM]	-4	2%	-19%	1	-4%
CCOC(=O)c1nnn2c3ccccc3c(=O)n(C)c12
    ?	19%	?	12%	-10	1%	-17%	-7	-1%
COC(=O)c1[nH]c2ccccc2c1NS(=O)(=O)c1ccc(F)c(C)c1
    1.4%	6%	1%	-6%	-3	-6%	-3%	1	-3%
COc1ccccc1NC(=O)CCSc1nnc(-c2ccco2)o1
    0.0%	6%	0%	2%[57.1 µM]	-1	-4%	6%	-5	-9%
Cc1cc(NC(=O)c2cc3ccccc3o2)cc(C)c1OCC(=O)N1CCOCC1
    -1.3%	6%	-2%	1%	5	-6%	-15%	3	0%
COCCNc1nc(NCCN2CCNC2=O)c2sc(-c3ccccc3)cc2n1
    ·	·	·	·	-4	-4%	·	0	4%
CCSC1=N/C(=C\c2ccc(-c3ccccc3[N+](=O)[O-])o2)C(=O)S1
    0.7%	0%	-8%	2%[57.1 µM]	6	-1%	-9%	6	-6%
NC(=O)COC(=O)c1ccc(NS(=O)(=O)c2ccc3c(c2)OCCO3)cc1
    6.1%	-8%	-9%	-4%	-8	-3%	-3%	0	-2%
Cc1cc(-n2c(C)cc(C(=O)CSc3nnc4sc5ccccc5n34)c2C)no1
    0.8%	-1%	-3%	-3%	-1	3%	-2%	-1	-1%
CCN(CC)C(=O)N1CCN(C(=O)N2CCOCC2)CC1
    -0.9%	2%	5%	9%[57.1 µM]	-1	-2%	-13%	2	-3%
O=C(NN=C1CCCC1)c1cc(-c2ccccc2)n[nH]1
    -0.8%	5%	-5%	-6%	-7	-2%	-3%	-1	-4%
